Screening data as filed in PubChem.
Growth percent in the NCI-60 one-dose screen (48 h, 10 µM unless noted): 100 = growth as untreated, 0 = no growth, -100 = all killed.
SF-539 – SF-539 CNS cancer | hit rate 6.8% among 81,000 | AID 1794752
PC-3 – PC-3 prostate cancer cells; AID 1794754; hit rate 3.9% among 80,000
U251 – U251 CNS tumor cells; hit rate 5.4% among 80,000
SNB-19 – SNB-19 CNS cancer cells; AID 1794751; hit rate 2.5% among 81,000
SNB-75 – SNB-75 CNS cancer; hit rate 5% among 79,000; AID 1794750
SF-268 – SF-268 CNS cancer cells. hit rate 3.1% among 82,000. AID 1794759
SF-295 – SF-295 CNS cancer cells | hit rate 5.6% among 79,000 | AID 1794758
HCC-2998 – HCC-2998 colon cancer; hit rate 4.7% among 79,000
* = called active by the depositor. The calls were made as follows: active = growth percent below 10; inactive = the rest.

`CN1C(=O)N(C)C2Nn3c(s/c(=C\c4ccc(Br)cc4)c3=O)=NC21` (stereo not drawn) gave SF-539 93.4, PC-3 96.1, U251 94.3, SNB-19 88.4, SNB-75 70.5, SF-268 93.5, SF-295 104.1 and HCC-2998 105.5.
`CN(C(=O)COc1ccccc1)c1ccc([N+](=O)[O-])cc1` gave SF-539 93.9, PC-3 110.7, U251 98.8, SNB-19 99.7, SNB-75 116.7, SF-268 98.5, SF-295 105.9 and HCC-2998 111.0.
`CN(C(=S)Nc1ccccc1)c1ccccc1` gave SF-539 116.0, PC-3 95.9, U251 96.4, SNB-19 93.3, SNB-75 89.5, SF-268 112.0, SF-295 95.5 and HCC-2998 101.1.
For Cc1cc(N)c(N)cc1C the results were SF-539 98.0, PC-3 96.3, U251 100.9, SNB-75 98.0, SF-268 101.1, SF-295 102.6 and HCC-2998 101.3.
For COc1cc(/C(C)=N/NC(=O)CSc2nc3ccccc3c(=O)n2Cc2ccc(S(N)(=O)=O)cc2)cc(OC)c1OC the results were SF-539 94.6, PC-3 106.7, U251 99.4, SNB-19 91.8, SNB-75 87.1, SF-268 90.6, SF-295 94.4 and HCC-2998 94.3.
Screening CCOC(=O)c1c(NS(=O)(=O)c2ccccc2[N+](=O)[O-])sc2c1CCCC2 returned SF-539 103.8, PC-3 103.3, U251 96.5, SNB-19 103.0, SNB-75 92.0, SF-268 100.1, SF-295 95.4 and HCC-2998 98.9.
For COC(=O)C(CC(=O)Nc1ccc(C(=O)c2nccn2C)cc1)c1ccc(C(F)(F)F)cc1 (stereo not drawn) the results were SF-539 99.0, PC-3 94.4, U251 99.9, SNB-19 103.7, SNB-75 100.0, SF-268 97.0, SF-295 108.1 and HCC-2998 101.0.
Screening COc1ccc(S(=O)(=O)NC2C3c4ccccc4C(c4ccccc43)C2O)cc1OC (stereo not drawn) returned SF-539 109.0, PC-3 98.0, U251 101.6, SNB-19 100.1, SNB-75 88.5, SF-268 96.4, SF-295 99.4 and HCC-2998 106.3.
`CCCCCCCCCCCCCCCCCC(=O)OCCCCCCCCCCCCC` gave SF-539 101.3, PC-3 102.4, U251 107.8, SNB-19 113.2, SNB-75 104.2, SF-268 105.8, SF-295 117.5 and HCC-2998 113.1.
Screening COc1cc(/C=C2/Nc3ccc(Cl)cc3NC2=O)ccc1O returned SF-539 104.0, PC-3 101.7, U251 104.9, SNB-19 103.1, SNB-75 115.6, SF-268 110.8, SF-295 96.9 and HCC-2998 120.7.
For c1ccc(CSC2(SCc3ccccc3)CCCC2)cc1 the results were SF-539 101.9, PC-3 88.7, U251 98.1, SNB-19 97.4, SNB-75 94.0, SF-268 92.2, SF-295 98.7 and HCC-2998 94.8.
Screening Cc1cccc2c(=O)c3c(sc12)c(N1CCNCC1)nc1ccccc13 returned SF-539 75.8, PC-3 69.9, U251 59.9, SNB-19 82.6, SNB-75 50.0, SF-268 76.1, SF-295 93.5 and HCC-2998 47.5.

7 compounds already listed, arranged by count of non-hydrogen atoms, highest first:
For COc1cc(/C(C)=N/NC(=O)CSc2nc3ccccc3c(=O)n2Cc2ccc(S(N)(=O)=O)cc2)cc(OC)c1OC the results were SF-539 94.6, PC-3 106.7, U251 99.4, SNB-19 91.8, SNB-75 87.1, SF-268 90.6, SF-295 94.4 and HCC-2998 94.3.
`CCCCCCCCCCCCCCCCCC(=O)OCCCCCCCCCCCCC` gave SF-539 101.3, PC-3 102.4, U251 107.8, SNB-19 113.2, SNB-75 104.2, SF-268 105.8, SF-295 117.5 and HCC-2998 113.1.
Screening COc1ccc(S(=O)(=O)NC2C3c4ccccc4C(c4ccccc43)C2O)cc1OC (stereo not drawn) returned SF-539 109.0, PC-3 98.0, U251 101.6, SNB-19 100.1, SNB-75 88.5, SF-268 96.4, SF-295 99.4 and HCC-2998 106.3.
Screening CCOC(=O)c1c(NS(=O)(=O)c2ccccc2[N+](=O)[O-])sc2c1CCCC2 returned SF-539 103.8, PC-3 103.3, U251 96.5, SNB-19 103.0, SNB-75 92.0, SF-268 100.1, SF-295 95.4 and HCC-2998 98.9.
Screening Cc1cccc2c(=O)c3c(sc12)c(N1CCNCC1)nc1ccccc13 returned SF-539 75.8, PC-3 69.9, U251 59.9, SNB-19 82.6, SNB-75 50.0, SF-268 76.1, SF-295 93.5 and HCC-2998 47.5.
`CN(C(=O)COc1ccccc1)c1ccc([N+](=O)[O-])cc1` gave SF-539 93.9, PC-3 110.7, U251 98.8, SNB-19 99.7, SNB-75 116.7, SF-268 98.5, SF-295 105.9 and HCC-2998 111.0.
For Cc1cc(N)c(N)cc1C the results were SF-539 98.0, PC-3 96.3, U251 100.9, SNB-75 98.0, SF-268 101.1, SF-295 102.6 and HCC-2998 101.3.

Next results follow.
For CCOC(=O)/C(O)=C(\C#N)c1ccc(C)cc1C the results were SF-539 110.6, PC-3 93.0, U251 105.7, SNB-19 100.6, SNB-75 105.4, SF-268 109.7, SF-295 101.9 and HCC-2998 102.9.
Screening O=[N+]([O-])c1ccc(N/N=C(\C(=N/Nc2ccc([N+](=O)[O-])cc2[N+](=O)[O-])c2ccccc2)c2ccccc2)c([N+](=O)[O-])c1 returned SF-539 89.2, PC-3 85.2, U251 36.4, SNB-19 102.3, SNB-75 99.0, SF-268 82.6, SF-295 94.6 and HCC-2998 89.6.
`CC/C=C\C[C@H](O)C/C=C1/C(=O)C(Cl)=C[C@@H]1C/C=C\CCCC(=O)O` gave SF-539 66.0, PC-3 43.7, U251 17.5, SNB-19 74.7, SNB-75 71.7, SF-268 55.9, SF-295 89.2 and HCC-2998 76.4.
Screening CC(=O)Nc1ccc(-n2c(O)c(/C=N/NC(=O)Cc3ccccc3Nc3c(Cl)cccc3Cl)sc2=S)cc1 returned SF-539 98.4, U251 90.4, SNB-19 96.4, SNB-75 89.6, SF-268 94.4, SF-295 99.4 and HCC-2998 105.8.
Screening Cc1ccc2c(c1)c(=O)n(-c1ccccc1)c1nnc(-c3ccccc3F)n21 returned SF-539 91.9, PC-3 70.8, SNB-19 96.4, SNB-75 89.9, SF-268 88.8, SF-295 77.3 and HCC-2998 111.8.
Screening COc1cc(C(=O)N2CCOC23CCN(Cc2ccccc2)CC3)cc(OC)c1OC returned SF-539 109.6, PC-3 91.1, U251 104.9, SNB-19 93.4, SNB-75 89.3, SF-268 112.9 and HCC-2998 93.4.
N#CCCCCCCl was read as SF-539 96.5, PC-3 88.6, U251 83.3, SNB-19 102.5, SNB-75 82.8, SF-268 99.9 and HCC-2998 101.6.
COc1cc(/C=C/C(=O)C(C(=O)/C=C/c2ccc(OC(=O)CCNc3nnc(C)s3)c(OC)c2)C(=O)CCNc2nnc(C)s2)ccc1OC(=O)CCNc1nnc(C)s1 was read as SF-539 -15.8*, PC-3 -16.4*, U251 11.1, SNB-19 32.7, SNB-75 -13.6*, SF-268 19.8, SF-295 2.2* and HCC-2998 -46.7*.
For c1cnn([B-]2(n3cccn3)n3ccc[n+]3[B-](n3cccn3)(n3cccn3)n3ccc[n+]32)c1 the results were SF-539 101.3, PC-3 107.3, U251 107.6, SNB-19 100.2, SNB-75 107.2, SF-268 96.4, SF-295 101.7 and HCC-2998 97.6.
For COc1ccc(S(=O)(=O)N2CCCCCC2)cc1NC(=O)c1[nH]c(C)c2c1CCCCC2=O the results were SF-539 29.9, U251 29.9, SNB-19 38.2, SNB-75 4.9*, SF-268 52.8, SF-295 25.5 and HCC-2998 20.2.
`Oc1c(Cl)cc(Cl)cc1C1Nc2ccccc2-n2cccc21` (stereo not drawn) gave SF-539 93.3, PC-3 84.4, U251 86.9, SNB-19 99.1, SNB-75 82.2, SF-268 86.7, SF-295 56.4 and HCC-2998 114.8.
Screening Cc1ccc(-c2nn(-c3ccccc3)cc2C2SCC(=O)N2c2ccccc2)cc1 (stereo not drawn) returned SF-539 98.2, PC-3 101.7, U251 102.3, SNB-19 103.0, SNB-75 105.9, SF-268 102.6, SF-295 103.0 and HCC-2998 106.1.
Screening CCCCOc1ccc(NC(=O)n2ncc3ccccc32)cc1 returned SF-539 99.8, PC-3 94.9, U251 97.9, SNB-19 102.7, SNB-75 104.0, SF-268 109.8, SF-295 81.5 and HCC-2998 104.9.
Screening O=C(/C=C/c1cn(-c2ccccc2)nc1-c1ccccc1)OCc1cn(-c2ccc(F)c(Cl)c2)nn1 returned SF-539 98.5, PC-3 81.6, U251 85.0, SNB-19 87.6, SNB-75 79.3, SF-268 89.6, SF-295 95.9 and HCC-2998 98.0.
Screening Nc1ncncc1-c1ccccc1 returned SF-539 96.4, PC-3 96.6, U251 95.7, SNB-19 104.1, SNB-75 91.8, SF-268 109.6, SF-295 96.0 and HCC-2998 99.7.
For O=C(NCc1cccs1)c1ccc(OCC2CCCO2)cc1 (stereo not drawn) the results were SF-539 106.9, PC-3 116.2, U251 101.0, SNB-19 93.9, SNB-75 92.4, SF-268 92.7, SF-295 42.0 and HCC-2998 116.2.
`O=C1CC(=O)N(c2cn3c(-c4ccc(Cl)cc4)csc3n2)N1` gave SF-539 101.3, PC-3 90.0, U251 91.9, SNB-19 90.2, SNB-75 74.2, SF-268 105.4, SF-295 84.4 and HCC-2998 102.0.
Screening CCCCOc1ccc(OCCCC)cc1 returned SF-539 99.0, PC-3 103.8, U251 97.3, SNB-19 104.3, SNB-75 96.3, SF-268 101.6, SF-295 101.3 and HCC-2998 111.3.
Screening CCCCCCCCCCCCS(=O)CC(C)O (stereo not drawn) returned SF-539 97.2, PC-3 99.3, SNB-19 98.6, SNB-75 78.3, SF-268 138.8, SF-295 100.2 and HCC-2998 110.7.
CC1=[N+](CCN(C)C)[B-](F)(F)OC(c2ccccc2)=C1 was read as SF-539 103.2, PC-3 95.2, U251 94.7, SNB-19 94.0, SNB-75 75.1, SF-268 101.1, SF-295 98.5 and HCC-2998 100.0.
`COc1cc(/C=C(\C#N)C(=O)c2ccccc2)ccc1OCc1ccccc1` gave SF-539 99.9, PC-3 95.2, SNB-19 100.2, SNB-75 91.7, SF-268 93.2, SF-295 102.5 and HCC-2998 89.8.
COc1ccc(-c2nnc(SCC(=O)Nc3ccc(C(=O)/C=C/c4ccc(Cl)cc4)cc3)o2)cc1OC was read as SF-539 54.5, PC-3 84.6, U251 88.5, SNB-19 84.6, SNB-75 71.4, SF-268 82.2, SF-295 80.4 and HCC-2998 96.0.
For Nc1nc(-c2nnc(Nc3ccc(Oc4ccccc4)cc3)s2)cs1 the results were SF-539 109.9, PC-3 100.1, U251 102.5, SNB-19 97.3, SNB-75 87.7, SF-268 105.2, SF-295 105.9 and HCC-2998 112.8.
Screening COc1ccc(OC)c(N)c1 returned SF-539 112.7, PC-3 102.8, U251 98.5, SNB-19 103.8, SNB-75 98.7, SF-268 88.7, SF-295 98.5 and HCC-2998 101.5.
For Cc1nc2sccn2c1-c1nc2sccn2c1/C=C1/C(=O)Nc2ccccc21 the results were SF-539 16.4, PC-3 28.7, U251 24.6, SNB-19 31.5, SNB-75 15.2, SF-268 60.9, SF-295 -8.9* and HCC-2998 66.8.
Screening Clc1ccccc1/C=C/c1ccccn1 returned SF-539 101.0, PC-3 92.9, U251 100.6, SNB-19 98.2, SNB-75 93.2, SF-268 103.5, SF-295 104.8 and HCC-2998 107.8.
`COC1=CC(=O)OC(C)C1` (stereo not drawn) gave SF-539 90.8, PC-3 79.7, U251 99.5, SNB-19 102.4, SNB-75 79.1, SF-268 106.3, SF-295 92.9 and HCC-2998 106.4.
Screening COc1c(F)ccc(C(=O)Nc2ccc3nc(NC(=O)C4CCCN(S(=O)(=O)c5ccc(Br)c(F)c5)C4)sc3c2)c1F (stereo not drawn) returned SF-539 64.5, PC-3 62.6, U251 69.8, SNB-19 81.9, SF-268 96.7, SF-295 72.5 and HCC-2998 108.7.
Screening CS(=O)(=O)Oc1ccc(Cl)c2ccccc12 returned SF-539 117.3, PC-3 99.9, SNB-19 103.7, SNB-75 99.5, SF-268 107.0, SF-295 102.4 and HCC-2998 110.3.
For CC1=C(SCCC(=O)N2CCNCCNCCNCC2)C(=O)c2ccccc2C1=O the results were SF-539 104.4, PC-3 87.1, U251 99.9, SNB-19 109.0, SNB-75 87.7, SF-268 100.4, SF-295 105.2 and HCC-2998 110.9.
NS(=O)(=O)c1ccc(CCN2C(=O)C3C(C2=O)C2(Cl)C(Cl)=C(Cl)C3(Cl)C2(Cl)Cl)cc1 (stereo not drawn) was read as SF-539 92.5, PC-3 42.3, U251 104.2, SNB-19 101.1, SNB-75 88.0, SF-268 101.9, SF-295 94.0 and HCC-2998 93.8.
`CC/C(=C(\c1ccc(OCCN2CCCCC2)cc1)c1ccc(OC(=O)C2CCCCC2)cc1)c1ccccc1` gave SF-539 99.8, PC-3 93.8, U251 96.4, SNB-19 96.0, SNB-75 112.3, SF-268 102.7, SF-295 98.1 and HCC-2998 104.5.
`O=C1Nc2ccccc2/C1=C/c1c[nH]c2ccccc12` gave SF-539 80.6, PC-3 72.3, U251 76.2, SNB-19 83.8, SNB-75 62.1, SF-268 87.8 and HCC-2998 98.6.
For CC[C@H](C)[C@@H]1NC(=O)[C@@H]([C@@H](C)CC)NC(=O)CC(=O)[C@H](C)[C@H](/C=C(\C)C[C@H](C)C/C(C)=C/COCc2ccc(OC)cc2)OC1=O the results were SF-539 93.2, PC-3 80.9, U251 99.4, SNB-19 89.9, SNB-75 83.1, SF-268 89.0, SF-295 96.6 and HCC-2998 114.1.
For C#CCN=C(N/N=C/c1ccc(Cl)cc1)NS(=O)(=O)c1c[nH]ccc1=S the results were SF-539 124.6, PC-3 90.2, U251 92.2, SNB-19 94.8, SNB-75 89.0, SF-268 112.3 and SF-295 113.6.
For COC1CC(OS(=O)(=O)c2ccc(C)cc2)C(O)C(C)O1 (stereo not drawn) the results were SF-539 95.7, PC-3 112.8, U251 100.6, SNB-19 117.5, SNB-75 87.4, SF-268 162.0, SF-295 105.1 and HCC-2998 117.3.
`O=C(NCc1ccc(Cl)cc1Cl)c1ccccn1` gave SF-539 101.2, PC-3 96.8, U251 93.7, SNB-19 99.2, SNB-75 92.4, SF-268 96.4, SF-295 107.5 and HCC-2998 104.9.
